Screening results deposited in PubChem BioAssay by Broad Institute.
esBAF inh: inhibitors of esBAF chromatin remodeling in mouse ES cells; Bmi1-luciferase knock-in reporter, 24 h; 100% = twice the neutral-well signal; reporter increase, % at 12.5 µM; actives 2% (n = 350,000); in the data active = activation above about 40%;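 also: 0% = median of the plate's neutral control wells and 100% = double that signal; a rise in the Bmi1 reporter signal indicates esBAF inhibition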
E-selectin induc: E-selectin induction on HUVECs; P16581; HUVEC E-selectin immunofluorescence imaging; normalized: neutral wells 0, TNF-alpha wells 100; activation, % at 7.58 µM; actives 0.37% (n = 260,000); AID 686992;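 active = mean E-selectin-positive cell signal at least 10% of the positive control, reached in at least 60% of replicates, without over 20% cell loss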;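 also: in these data hits start at about 27%; measured in HUVEC primary endothelial cells; signal is the percent of cells scored E-selectin positive by PE staining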
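Test system: HUVEC; input: 3,000 HUVEC/well; measured by: immunofluorescence imaging; read-out: % PE-positive cells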
RAD54 branch: RAD54 (human) branch migration inhibition; Q92698; RAD54 Holliday junction branch migration, FAM/BHQ fluorescence; inhibition, % at 10.4 µM; actives 0.14% (n = 360,000); AID 602329;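 active = mean normalized replicate activity at least 40 and at least half of replicates scoring 40 or more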;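 also: 0% = median of neutral control wells and 100% = median of positive control wells; inhibitors cause a drop in the FAM fluorescence signal; in these data hits start at about 50%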
Target sequence (Q92698 whole entry, looked up): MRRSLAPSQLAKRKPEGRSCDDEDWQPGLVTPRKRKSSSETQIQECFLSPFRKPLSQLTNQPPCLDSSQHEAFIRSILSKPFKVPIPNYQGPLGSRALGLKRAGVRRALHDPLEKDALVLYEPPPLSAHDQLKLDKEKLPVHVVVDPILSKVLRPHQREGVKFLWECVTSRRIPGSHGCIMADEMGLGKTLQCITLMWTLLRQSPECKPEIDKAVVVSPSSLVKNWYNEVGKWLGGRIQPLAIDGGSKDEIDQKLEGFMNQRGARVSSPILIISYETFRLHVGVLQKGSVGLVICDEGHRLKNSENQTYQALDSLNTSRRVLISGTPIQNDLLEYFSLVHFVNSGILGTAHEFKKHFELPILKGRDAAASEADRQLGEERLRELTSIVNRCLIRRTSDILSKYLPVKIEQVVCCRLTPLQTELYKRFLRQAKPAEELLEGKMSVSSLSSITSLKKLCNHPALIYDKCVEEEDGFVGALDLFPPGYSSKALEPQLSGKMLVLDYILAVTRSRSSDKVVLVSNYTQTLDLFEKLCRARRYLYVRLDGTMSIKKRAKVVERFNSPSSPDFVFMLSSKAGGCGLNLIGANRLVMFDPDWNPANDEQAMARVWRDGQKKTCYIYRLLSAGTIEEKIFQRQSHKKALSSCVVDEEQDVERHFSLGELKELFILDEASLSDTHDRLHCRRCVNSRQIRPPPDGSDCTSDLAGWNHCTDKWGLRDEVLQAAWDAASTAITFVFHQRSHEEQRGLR
S100A4 inh HTS: blocks human S100A4 binding to myosin IIA peptide; S100A4/TAMRA-MyoIIA peptide fluorescence polarization; actives 0.14% (n = 360,000); P26447; inhibition, % at 10.7 µM;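 active = mean inhibition of at least 70% across replicates, with every replicate also reaching that level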
Target sequence (P26447 whole entry, looked up): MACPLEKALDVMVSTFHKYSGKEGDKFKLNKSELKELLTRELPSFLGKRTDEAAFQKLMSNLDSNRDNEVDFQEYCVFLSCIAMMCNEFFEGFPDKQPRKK
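Material: S100A4 monomer protein / Buffer or medium: 50 mM HEPES pH 7.2, 10 mM CaCl2, 100 mM KCl / Times: 5 min incubation before reading / Benchmarks: neutral control DMSO, positive control TFP / Reagent: labelled myosin peptide probe, 5 nM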
Xi reactivation: activators of X-chromosome reactivation in mouse fibroblasts; AID 743238; XiGFP mouse fibroblasts, % GFP-positive cells imaging, 3 d; cells co-treated with 5-aza-dC sensitizer; scaled so ellipticine positive control = 100%; activation, % at 7.58 µM; actives 0.055% (n = 360,000);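 active = mean normalized replicate activation at least 10% and every replicate at or above 10%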;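 also: 0% = median of on-plate neutral control wells and 100% = ellipticine 6 µM median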
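Assay system – SV40-immortalized XiGFP fibroblast cells, line 68-5-11 · Buffer or medium – DMEM supplemented with 5-aza-dC as sensitizing agent · Dosing – one concentration, pinned · Benchmarks – positive control ellipticine, 6 µM final · Times – 3 days compound exposure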
FN deposition inh: fibronectin deposition inhibition | AH1F fibroblasts, Alexa488-fibronectin deposition fluorescence, overnight | inhibition, % at 12.6 µM | actives 0.086% (n = 350,000) | AID 743247;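 active = mean inhibition across replicates of 30% or more, regardless of how many single replicates reach that level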;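 also: positive control wells lacked labelled fibronectin entirely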
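Assay system: AH1F fibroblast monolayer, labelled fibronectin deposition. Amount: 10000 cells per well. Also added: labelled fibronectin 24 nM. Compound: single-point pinned compound. Incubation: cell attachment 1 h, compound and FN exposure overnight. Detection: fluorescence after three HBSS washes, excitation 485 nm, emission 525 nm. Read-out: inhibition of fibronectin deposition signal.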
EWS-Fli inh: EWS/Fli transcriptional activity inhibition. A673 NR0B1-luciferase reporter, viability-normalised. AID 651661. inhibition, % at 12.6 µM. actives 0.67% (n = 350,000);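 active = mean inhibition of at least 50% after viability correction, with every replicate also passing that limit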;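 also: firefly luciferase signal divided by Alamar Blue viability fluorescence both relative to DMSO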
RAD52 anneal inh: blocks human RAD52 DNA annealing | P43351 | recombinant RAD52 DNA annealing, FRET fluorescence | inhibition, % at 18.7 µM | actives 0.46% (n = 360,000) | AID 651710;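 active = every replicate showing at least 50% inhibition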
* marks the source's active call; other numbers are inactive results; / = not tested or not shown.

Molecule	esBAF inh	E-selectin induc	RAD54 branch	S100A4 inh HTS	Xi reactivation	FN deposition inh	EWS-Fli inh	RAD52 anneal inh
CCC(=O)N(C)C[C@H]1Oc2ncc(C#CCc3ccccc3)cc2C(=O)N([C@@H](C)CO)C[C@H]1C	/	0.0	/	4	-0.7	/	-4	-15
CC(=O)N/N=C(\C)c1cccc(C(F)(F)F)c1	/	14	/	17	0.0	4	1	-30
CCC(O)C1CCN(C(=O)c2cc(COc3ccc(F)cc3F)on2)CC1 (configuration not stated)	10	/	-5	4	0.0	1	-3	-4
C[C@H](CO)N1C[C@H](C)[C@@H](CN(C)S(C)(=O)=O)Oc2ncc(C#CC3CCCC3)cc2C1=O	1	-0.2	7	-5	-0.1	-2	-1	1
COc1ccc(/C=N/NC(=O)c2ccc(NC(=O)c3cccc([N+](=O)[O-])c3)cc2)c(OC)c1	3	/	/	-6	0.1	2	-4	-15
C[C@@H]1CN([C@@H](C)CO)C(=O)c2cc(NS(C)(=O)=O)ccc2O[C@H]1CN(C)C(=O)NC1CCCCC1	-5	/	-2	10	-0.7	/	-8	3
O=C(CCN1CCCCC1)N[C@H]1CC[C@@H](CCn2cc(-c3ccc(F)cc3)nn2)O[C@@H]1CO	0	0.5	-3	-6	-0.3	/	-2	3
C[C@H]1CN([C@@H](C)CO)C(=O)CCCn2cc(nn2)CO[C@H]1CN(C)C(=O)Nc1ccc2c(c1)OCCO2	-1	-0.1	-4	3	0.1	-5	-18	-9
O=C(Nc1ccc(S(=O)(=O)NC2CCCCC2)cc1)c1ccco1	4	/	2	-2	/	/	15	-31
Cc1ccc(S(=O)(=O)Nc2ccc3c(c2)C(=O)N([C@H](C)CO)C[C@H](C)[C@H](CN(C)C(=O)c2ccccc2)OCCCC[C@H](C)O3)cc1	7	/	0	-5	0.0	3	-6	25
O=C(Nc1ccc(CN2CCOCC2)cc1)c1ccccc1F	26	0.7	-1	/	/	2	/	/
CN(C)CCn1c(N)nc2ccccc21	-4	/	-4	-5	-0.1	-1	2	1
CCN1CCN(C(=O)C2CCCN(S(=O)(=O)c3cccc4nsnc34)C2)CC1 (configuration not stated)	10	0.0	9	-2	0.1	-5	-4	0
Cc1c(Cc2ccccc2)c(=O)[nH]c(=O)n1C	-6	-0.2	-5	3	-0.1	-4	3	5
CCCN1[C@@H]2Cn3c(ccc(-c4ccccc4)c3=O)[C@H]1[C@@H](C(=O)NCCc1cn(C)cn1)[C@@H]2CO	6	-0.2	11	-4	0.2	/	-5	-9
Clc1ccc(CNc2ncnc3[nH]ncc23)c(Cl)c1	-11	0.7	/	3	-0.1	-6	-4	5
COc1ccc(C(C)NC(=O)CC23CC4CC(CC(C4)C2)C3)cc1 (configuration not stated)	-1	/	2	1	0.2	-5	10	-6
Cc1ccccc1-c1cnc2c(c1)C(=O)N([C@H](C)CO)C[C@@H](C)[C@@H](CN(C)C(=O)c1ccncc1)O2	0	-0.2	4	-3	-0.6	/	2	2
C[C@@]1([C@@H](NC(=O)c2cccs2)c2ccc(-c3ccccc3)cc2)C[C@H]1C1CCCCC1	-2	-0.6	0	-3	0.1	14	0	-12
CC=Cc1ccc2n(c1=O)C[C@H]1[C@H](CO)[C@@H](C(=O)NC3CCCC3)[C@@H]2N1C(=O)c1cnccn1 (mixture of isomers)	/	-0.1	/	-5	1.0	/	-6	-3
N#Cc1cccc(-c2ccc(C3[C@H]4CNC[C@@H]3N4Cc3cncnc3)cc2)c1 (some centres not stated)	/	0.0	/	4	0.1	-16	/	-10
O=C(CSc1ncnc2scc(-c3ccccc3)c12)Nc1ccc(C(=O)O)cc1	-3	-0.3	-10	-6	-0.2	0	8	-18
CCC(=O)Nc1ccc2c(c1)C(=O)N(C)[C@@H]1CC[C@@H](CC(=O)Nc3cccc(OC)c3)O[C@@H]1CO2	-3	0.0	/	/	0.3	-6	-3	/
C/C=C/c1ccc([C@H]2[C@H](CO)N3C(=O)CN(S(=O)(=O)c4cccc(F)c4)C[C@@H]23)cc1	/	-0.6	/	-7	0.1	/	9	-42
Cc1ccc(CNC(=O)c2cc(-c3ccccc3)nn2CC2CC(c3cccnc3)=NO2)cc1 (configuration not stated)	-3	0.0	10	/	0.0	4	2	/
COc1ccc(C(=O)N(C)CCOc2ccc(Cl)cc2)cc1S(=O)(=O)N1CCCC1	1	-0.1	1	5	0.0	-2	10	-32
Cc1ccc(S(=O)(=O)N(C)C[C@H]2Oc3c(NS(C)(=O)=O)cccc3C(=O)N([C@@H](C)CO)C[C@@H]2C)cc1	0	0.0	1	-29	0.2	-5	-8	1
Cc1cc(C=O)c(C)c2c1[nH]c1ccccc12	-7	3.4	-4	2	0.6	1	1	-32
CCc1ccc(-c2cc3c(=O)n(CC(=O)N4CCCCCC4)nc(C)n3n2)cc1	-8	/	0	0	0.0	-3	/	-5
C=CC[n+]1c(C)csc1Nc1ccc(C(=O)O)cc1	/	2.1	/	-4	0.2	-1	8	-17
CCN(C(=O)COC(=O)/C=C/c1cccc([N+](=O)[O-])c1)c1ccccc1	/	2.5	/	2	0.2	-9	6	-4
Cc1noc(C)c1NC(=O)Nc1cccc2c1O[C@@H](CN(C)Cc1ccc(Oc3ccccc3)cc1)[C@@H](C)CN([C@H](C)CO)C2=O	-6	-0.1	1	-11	-1.5	-10	17	0
Cc1noc(C)c1S(=O)(=O)Nc1ccc2c(c1)CC(=O)N([C@@H](C)CO)C[C@@H](C)[C@H](CN(C)C(=O)Nc1ccccc1)O2	-3	0.3	/	14	-0.2	/	-1	3
CC(C)NC(=O)N[C@@H]1C=C[C@H](CC(=O)NCCN2CCCC2)O[C@H]1CO	-6	0.0	4	2	-0.6	1	11	-10
COc1ccc(C(=O)O/N=C2\C(=O)N(C)c3ccccc32)cc1	-11	/	-5	2	0.2	8	14	-8
C[C@H]1CN([C@@H](C)CO)S(=O)(=O)c2ccc(C#CC3CC3)cc2O[C@@H]1CN(C)C(=O)c1cnccn1	10	0.2	-6	6	-0.9	/	1	2
COc1cc(/C=N/n2nnnc2N)cc(OC)c1OC	-9	0.0	-6	1	0.0	4	8	-8
CC(C)CNc1cccc2c1S(=O)(=O)N[C@@H](CC(C)C)CO2	/	-0.2	/	10	0.2	-1	7	-2
COC(=O)C[C@H]1CC[C@H]2[C@H](COc3ccc(NC(=O)Nc4cccc(C)c4)cc3C(=O)N2C)O1	-1	0.0	1	-1	0.0	-2	2	-23
CCN(CC(=O)NC1CCS(=O)(=O)C1)C(=O)/C=C/c1cccs1 (configuration not stated)	/	2.9	/	-8	0.2	-4	1	-11
OC[C@H]1[C@H](c2ccc(-c3ccc(F)cc3)cc2)[C@H]2CN(Cc3cccnc3)CCCCN21	0	-0.5	1	0	0.1	/	0	-8
CS(=O)(=O)N(CC(=O)Nc1cc(Cl)ccc1Cl)c1ccccc1	-4	/	-2	2	/	/	12	-16
COc1ccccc1NC(=O)N1CCN(c2ccnc3cc(Cl)ccc23)CC1	/	0.1	/	1	0.1	-1	-14	-14
COC(=O)c1cc(C(=O)OCC(=O)N(C)C2CCS(=O)(=O)C2)cc([N+](=O)[O-])c1 (configuration not stated)	8	0.8	-22	-2	-0.1	-8	-4	-14
Cc1ccc(/C=N/NC(=S)NCCc2ccccc2)s1	/	/	/	-4	0.1	-4	-10	-16
COc1cccc(-n2nnnc2SCC(=O)Nc2ccc(NC(C)=O)cc2)c1	5	7.1	1	-3	0.4	2	8	-4
C[C@H]1CN([C@@H](C)CO)S(=O)(=O)c2ccc(-c3cncnc3)cc2O[C@@H]1CN(C)Cc1cncnc1	-1	0.3	10	-4	-0.8	/	2	-1
O=[N+]([O-])c1ccccc1N/N=C\c1ccccc1F	63*	-0.3	-7	0	5.8	16	-172	-6
C[C@@H]1CCCCO[C@@H](CN(C)Cc2ccncc2)[C@@H](C)CN([C@@H](C)CO)C(=O)c2cc(NS(=O)(=O)c3ccc(Cl)cc3)ccc2O1	0	-0.3	2	6	0.0	-42	0	14
N#C[C@@H]1[C@H](c2ccccc2C2=CCCCC2)[C@H](CO)N1S(=O)(=O)c1ccccc1	/	0.2	/	-5	0.0	1	13	1

Complete entries from above. Order of values: esBAF inh | E-selectin induc | RAD54 branch | S100A4 inh HTS | Xi reactivation | FN deposition inh | EWS-Fli inh | RAD52 anneal inh
Cc1ccc(/C=N/NC(=S)NCCc2ccccc2)s1 as listed: / | / | / | -4 | 0.1 | -4 | -10 | -16
CS(=O)(=O)N(CC(=O)Nc1cc(Cl)ccc1Cl)c1ccccc1 as listed: -4 | / | -2 | 2 | / | / | 12 | -16
COc1ccccc1NC(=O)N1CCN(c2ccnc3cc(Cl)ccc23)CC1 as listed: / | 0.1 | / | 1 | 0.1 | -1 | -14 | -14

Continued:
Molecule	esBAF inh	E-selectin induc	RAD54 branch	S100A4 inh HTS	Xi reactivation	FN deposition inh	EWS-Fli inh	RAD52 anneal inh
CCOc1ccccc1N(CC(=O)NCc1ccccc1)C(=O)CCC(=O)Nc1cc(C)ccn1	/	/	/	-1	0.0	-7	-7	-21
CCCCN(CCCC)CCCNC(=O)CC1Oc2ccc(C)cc2NC1=O (configuration not stated)	1	/	/	-1	/	/	10	-7
COc1ccc(-c2ccc(CO)o2)cc1N	/	/	/	2	0.3	5	-8	-8
CCCC1NC(=O)c2cccnc2-n2c1nc1cc(F)c(F)cc1c2=O (configuration not stated)	-2	0.2	0	-2	-0.1	-5	13	5
CC(C)n1c2ccccc2c2cc([N+](=O)[O-])ccc21	/	-0.2	/	1	-0.1	6	0	-21
CC(=O)NC(CCS(C)(=O)=O)C(=O)Nc1ccc2c(c1)OCO2 (configuration not stated)	-1	-2.1	2	8	0.0	9	1	3
CN1C(=O)Cc2cc(S(=O)(=O)NCCc3ccccc3)ccc21	0	/	-1	-2	0.4	2	3	-28
CCn1c(=NC(=O)C2COc3ccccc3O2)sc2c(C)ccc(OC)c21 (configuration not stated)	/	0.5	/	-2	0.0	-2	2	-6
COc1ccccc1C#Cc1ccc2c(c1)O[C@H](CN(C)Cc1ccncc1)[C@@H](C)CN([C@H](C)CO)S2(=O)=O	3	/	2	-22	-0.1	/	14	14
COc1ccc(NC(=O)Nc2ccc3c(c2)C(=O)N([C@H](C)CO)C[C@H](C)[C@@H](CN(C)C)OCCCC[C@H](C)O3)cc1	2	0.0	6	-1	0.1	/	-8	0
O=C(Nc1cccc([N+](=O)[O-])c1)N1CCCCCC1	/	/	4	3	0.2	-4	-10	-5
COc1ccc(/C=N/NC(=O)c2ccncc2)cc1Cn1nc([N+](=O)[O-])c(Br)c1C	2	/	/	0	0.1	/	2	-5
Cc1ccc(C(=O)Nc2ccccc2C(=O)N2CCCCCC2)cc1	/	0.9	1	-2	0.1	3	2	4
O=c1ccc2cc(S(=O)(=O)NCc3ccccc3)ccc2[nH]1	-3	-0.1	-1	2	-0.1	-3	6	-12
